TNF death inh – blocks TNF-alpha induced death of Jurkat FADD-/- cells; activation (protection from cell death), % at 10 µM; 220,000 compounds, 0.068% hits; AID 463075; Jurkat FADD-/- TNF necroptosis rescue, ATP luminescence, 24 h; 0 = TNF only, 100 = no-TNF cells;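 active = activation, meaning protection from cell death, of at least 50% relative to plate controls; inactive = activation below 50%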;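 also: necroptosis triggered by 40 ng/mL TNF-alpha added together with compound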
BaF3 parental – counter-screen for JAK2V617F inhibitors: parental Ba/F3 viability inhibitors | AID 1486 | CellTiter-Glo ATP luminescence | inhibition, % at 5.6 µM | 220,000 compounds, 1.1% hits;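 active = inhibition above a per-campaign cutoff, the mean inhibition of all tested compounds plus 3 SD, cut at about 27% in these data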;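 also: 0% = DMSO wells and 100% = JAK Inhibitor I control wells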
CHOP inh – blocks CHOP induction under ER stress; CHO-K1 CHOP-promoter luciferase, tunicamycin-induced, 15-18 h; inhibition, % at 10 µM; 220,000 compounds, 3.8% hits; AID 2732;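 active = compounds that reduced the stress-induced luciferase reporter signal by more than about 70% of percent inhibition, limit read from the data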;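 also: 0% = tunicamycin plus vehicle and 100% = wells without tunicamycin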
TRPML3 agonist – human mucolipin-3 channel agonism. Q8TDD5. 220,000 compounds, 0.29% hits. activation, % at 3 µM. HEK293 TRPML3-YFP, Fluo-8 calcium fluorescence; 100% = the carbachol control signal;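 active = activation above its plate's cutoff, the mean activation of the plate's test wells plus 3 SD, cut at about 12% in these data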;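 also: 0% = DMSO only wells and 100% = carbachol wells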
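system = HEK293 cells stably carrying human TRPML3-YFP | doses = one concentration, 3 µM nominal, 0.3% DMSO | timing = dye loading 1 h 37 °C then 30 min ambient, 125 s read | detection = Fluo-8 calcium dye fluorescence, ex 470-495, em 515-575 nm | benchmarks = high control carbachol 87 µM, low control DMSO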
TRPN1 ag – activates the zebrafish TRPN1 channel | 220,000 compounds, 0.18% hits | HEK293 zebrafish TRPN1-YFP, Fluo-8 calcium fluorescence; 100% = response to 87 µM carbachol | activation, % at 3 µM | AID 1424;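 active = activation above its plate's cutoff, the mean activation of test wells on that plate plus 3 SD, cut at about 19% in these data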;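 also: 0% = DMSO alone and 100% = 87 µM carbachol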
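Assay system: Zebrafish TRPN1-YFP in HEK293 cells | Incubation: Dye loading 1 h at 37 °C, then 30 min room temperature | Measured by: Kinetic Fluo-8 fluorescence, ex 470-495, em 515-575 nm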
Ba/F3 V617F tox – lowers viability of Ba/F3 cells expressing EpoR and JAK2V617F. ATP luminescence. inhibition, % at 5.6 µM. 220,000 compounds, 1.1% hits;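 active = inhibition above the campaign mean plus 3 SD over all tested compounds, cut at about 24% in these data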;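 also: cytokine-independent growth of Ba/F3 cells driven by EpoR plus mutant JAK2; 0% = DMSO-treated cells and 100% = JAK inhibitor I control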
Wee1 stabilizer – human Wee1 degradation inhibition, primary screen. HeLa Luc-Wee1K328M stability, luciferase luminescence; 100% = proteasome inhibitor MG132 effect. 220,000 compounds, 1.2% hits. P30291. reporter increase, % at 5 µM;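 active = activation above the mean of all tested compounds plus 3 SD, set per screening run, cut at about 8.8% in these data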;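 also: cells exposed to compound for 20 h before luminescence read; 0% = DMSO alone and 100% = MG132 at 30 µM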
Target sequence (P30291 whole entry K328M): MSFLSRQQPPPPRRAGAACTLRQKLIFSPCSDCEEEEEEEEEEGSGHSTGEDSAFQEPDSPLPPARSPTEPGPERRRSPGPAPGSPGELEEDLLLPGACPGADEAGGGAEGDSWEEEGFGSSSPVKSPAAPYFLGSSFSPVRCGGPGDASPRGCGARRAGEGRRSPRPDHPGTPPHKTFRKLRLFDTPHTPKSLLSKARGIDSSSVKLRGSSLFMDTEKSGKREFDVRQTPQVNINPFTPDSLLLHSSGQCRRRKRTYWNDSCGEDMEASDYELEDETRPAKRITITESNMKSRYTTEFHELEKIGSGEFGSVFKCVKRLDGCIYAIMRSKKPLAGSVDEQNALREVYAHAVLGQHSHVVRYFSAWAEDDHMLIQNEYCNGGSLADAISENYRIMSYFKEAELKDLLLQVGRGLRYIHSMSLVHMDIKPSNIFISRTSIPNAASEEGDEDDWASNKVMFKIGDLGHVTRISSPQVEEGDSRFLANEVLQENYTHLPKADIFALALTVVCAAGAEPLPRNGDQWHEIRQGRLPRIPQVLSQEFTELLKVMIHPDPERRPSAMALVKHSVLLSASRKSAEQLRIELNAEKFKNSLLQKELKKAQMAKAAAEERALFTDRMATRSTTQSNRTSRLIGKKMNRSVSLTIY
PPC-1+TRAIL kill – compounds killing PPC-1 cancer cells with TRAIL present (potentiator screen, no TRAIL-free arm); 220,000 compounds, 0.41% hits; cell killing (% activity), % at 4 µM; PPC-1 cells + TRAIL, ATPLite viability luminescence;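 active = cell killing above 50% in the first pass at 4 µM, then a duplicate retest at 5 µM averaging 50% or more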;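 also: plate controls were cells with TRAIL plus DMSO for no effect and medium-only wells lacking cells for full effect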
RBBP9 inh – human RBBP9 hydrolase inhibition; O75884; recombinant RBBP9, FP-Rh probe fluorescence polarization; inhibition, % at 7.94 µM; 220,000 compounds, 0.2% hits;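 active = inhibition above the campaign mean of all tested compounds plus 3 SD, cut at about 14% in these data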;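 also: plate controls were DMSO wells with RBBP9 for no effect and wells lacking RBBP9 protein for full effect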
Target sequence (O75884 whole entry, looked up): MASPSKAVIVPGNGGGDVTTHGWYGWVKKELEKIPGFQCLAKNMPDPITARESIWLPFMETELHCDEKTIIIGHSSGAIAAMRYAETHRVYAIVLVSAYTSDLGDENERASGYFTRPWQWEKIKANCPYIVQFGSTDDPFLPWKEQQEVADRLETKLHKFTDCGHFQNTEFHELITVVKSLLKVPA
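Assay system: recombinant human RBBP9; Reagent: Serine-hydrolase probe FP-Rh, 375 nM pre-mixing; Doses: 7.94 µM single dose, 0.794% DMSO; Incubation: 30 min then 45 min, 25 °C; Detection: fluorescence polarization (mP), excitation 525 nm, emission 598 nm; Evaluation: percent inhibition from mP, scaled between DMSO and no-protein wells.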
Starred values were filed as active, the others as inactive; . = no result given.

SMILES	TNF death inh	BaF3 parental	CHOP inh	TRPML3 agonist	TRPN1 ag	Ba/F3 V617F tox	Wee1 stabilizer	PPC-1+TRAIL kill	RBBP9 inh
CSc1nccn1CC(=O)Nc1ccc(F)cc1	0.0	0	1	-0.7	-0.2	-1	-1	-3	1
O=S(=O)(c1ccc2nc(SCc3ccc(Cl)cc3)[nH]c2c1)N1CCOCC1	5.5	5	25	0.1	2.5	0	3	-2	-9
NC(=O)COC(=O)CC(c1ccccc1)c1ccccc1	-0.6	4	9	0.8	-0.6	0	0	19	1
COc1ccc(CCNC(=O)COc2ccc(S(=O)(=O)NC(C)C)cc2)cc1OC	0.0	7	11	0.6	-0.2	2	2	16	-6
Cn1c(=S)[nH]c2cccnc21	-10	3	3	0.6	-0.1	4	0	12	-12
CCOC(=O)c1sc(NC(=O)CC)c(C#N)c1C	-1.1	5	-5	1.0	0.6	-2	5	17	-14
CCCc1cc2c(cc1NS(=O)(=O)c1ccc(CCNC(C)=O)cc1)OCO2	-0.8	-2	52	0.6	0.5	-4	7	2	4
c1ccc(CNC2=NCCCC2)cc1	0.7	3	6	0.6	0.7	0	-1	14	-2
COc1ccc(CN2C(=O)c3ccccc3C2C(=O)NCc2cccnc2)c(OC)c1 (configuration not stated)	0.0	4	2	0.8	-0.4	0	-1	1	-11
COCCNC(=O)C12CC3CC(CC(Cl)(C3)C1)C2	-0.6	2	3	0.1	1.0	4	1	-10	0
CCCc1nc2ccccc2c(C(=O)OCC(=O)NCc2ccc3c(c2)OCO3)c1CC	10	5	58	0.5	-0.7	5	-1	19	-7
Cc1ccc(C(=O)Nc2ccccc2-c2ccccc2)cc1[N+](=O)[O-]	-1.4	6	23	-0.4	-2.2	1	-2	33	1
Cc1[nH]c2ccccc2c1C(=O)CN1C(=O)C(=O)N(Cc2ccco2)C1=O	0.3	1	9	0.0	2.8	-5	-4	24	4
CCOC(=O)COc1c(OC)cc(Cl)cc1C1Nc2ccccc2C(=O)N1c1ccccc1 (configuration not stated)	-0.1	5	19	-0.7	-1.4	-1	3	3	-7
COc1ccc(Cl)cc1-n1c(=S)sc2c(=O)[nH]c(SCC(=O)NCC3CCCO3)nc21 (configuration not stated)	0.5	0	2	-0.8	-0.4	1	-3	-5	0
O=C(CSc1ncccn1)N1CCN(S(=O)(=O)c2ccccc2)CC1	-1.0	-12	13	0.7	4.7	0	2	10	-7
Cc1ccc(CCNc2ccccc2C)cn1	-1.0	3	33	0.2	-0.3	-4	-4	-9	-4
Cc1ccc(NC(=O)COC(=O)CN2CSCC2=O)cc1C	-3.1	-2	-34	0.5	1.2	-3	-2	38	-3
O=C(Nc1ccc(Cl)cn1)c1cc2c(s1)-c1ccccc1OC2	8.2	1	-6	0.4	-1.3	-1	0	5	-7
Cn1cccc1C(=O)NC(=O)COC(=O)CC12CC3CC(CC(Br)(C3)C1)C2	1.9	6	29	-0.2	-0.7	-2	-1	21	-5
Cc1cccc2cc(CN(CC3CCCO3)C(=O)c3ccco3)c(=O)[nH]c12 (configuration not stated)	1.2	4	10	0.2	1.4	-1	-1	2	-1
CCC(CC)C(=O)Nc1ccc(Sc2ccc([N+](=O)[O-])cc2)cc1	-1.3	2	-31	0.7	-0.5	-2	0	7	-8
CN(C)c1ccc(/C=C/c2cc[n+]([O-])cc2)cc1	-0.7	-1	3	12*	15	0	-1	5	1
O=C(N/N=C/C(Cl)=C/c1ccccc1)c1cnccn1	-2.0	1	14	0.5	1.3	0	2	16	2
CCOc1cc(N2CCOCC2)c(OCC)cc1NC(=O)c1ccc(S(C)(=O)=O)cc1	1.2	7	-10	-0.1	1.5	-1	-2	17	-4
Cc1ccc(C(=O)Nc2nnc(CC(=O)N/N=C/c3ccncc3)s2)cc1	-0.6	6	50	-0.4	1.3	-1	-2	6	-5
CC1C(c2ccccc2)N(C)C(c2ccccc2)C(C)C1(O)C#Cc1ccccc1 (configuration not stated)	0.4	2	31	0.3	-1.0	0	3	27	-7
CC(C)NC(=O)NCCCCCCS(C)=O (configuration not stated)	0.4	-8	1	0.3	2.7	1	0	21	-8
CSc1nnc(-c2cc(Br)ccc2N=Cc2c(C)[nH]n(-c3ccccc3)c2=O)c(=O)[nH]1	-0.2	-2	-13	-0.4	-1.3	-3	-2	24	-6
CNC(=O)CN(c1ccc(F)cc1)S(=O)(=O)c1cc(C)ccc1OC	-0.4	3	-15	1.2	0.6	-4	-4	-25	0
O=CN1CCC(=O)N(Cc2ccccc2)c2ccccc21	2.2	8	-2	0.9	0.4	0	-1	-4	-8
O=C(Nc1ccc(Cl)cc1C(=O)NCC1CCCO1)c1ccco1 (configuration not stated)	1.1	3	10	0.3	-1.3	-2	-1	26	4
COc1ccc(N2CCN(Cc3cc(=O)oc4cc5c(cc34)CCCC5)CC2)cc1	0.0	5	15	-0.2	0.7	0	0	16	-6
COc1ccc(CC2(CO)CCN(S(=O)(=O)c3c(C)nn(C)c3Cl)CC2)cc1	0.2	9	5	1.5	6.5	5	-2	8	-5
O=C(CN1C(=O)C2CC=CCC2C1=O)OCCN1C(=O)c2ccccc2C1=O (configuration not stated)	-1.5	-2	11	0.0	-0.7	-5	-3	16	-13
C=CCNC(=O)C1CC(=O)N(c2ccc(Br)cc2)C1 (configuration not stated)	-3.0	2	13	0.2	0.4	0	2	12	-11
CCOC(=O)C(=CNc1cc(C)ccn1)C(=O)OCC	0.4	2	7	-0.6	-1.0	0	0	10	1
CCc1nnc(NC(=O)CSc2nccn2-c2ccccc2)s1	0.9	4	23	-0.1	-0.3	2	5	-3	-8
COc1cc2c(cc1OC)-c1cc(NC3CCCC3)nc(=O)n1CC2	-1.1	6	31	-0.6	0.6	3	6	16	4
COc1ccccc1N1CCN(C(=O)COc2ccc(C)cc2Br)CC1	-6.3	5	45	0.5	-0.1	-2	0	-5	-8

Looked up by structure from the list above (3):
SMILES	TNF death inh	BaF3 parental	CHOP inh	TRPML3 agonist	TRPN1 ag	Ba/F3 V617F tox	Wee1 stabilizer	PPC-1+TRAIL kill	RBBP9 inh
COc1cc2c(cc1OC)-c1cc(NC3CCCC3)nc(=O)n1CC2	-1.1	6	31	-0.6	0.6	3	6	16	4
CCOC(=O)C(=CNc1cc(C)ccn1)C(=O)OCC	0.4	2	7	-0.6	-1.0	0	0	10	1
CCc1nnc(NC(=O)CSc2nccn2-c2ccccc2)s1	0.9	4	23	-0.1	-0.3	2	5	-3	-8

Compound profiles (already shown). Order of screens: TNF death inh	BaF3 parental	CHOP inh	TRPML3 agonist	TRPN1 ag	Ba/F3 V617F tox	Wee1 stabilizer	PPC-1+TRAIL kill	RBBP9 inh
O=C(Nc1ccc(Cl)cc1C(=O)NCC1CCCO1)c1ccco1 (configuration not stated) as listed: 1.1	3	10	0.3	-1.3	-2	-1	26	4
COc1cc2c(cc1OC)-c1cc(NC3CCCC3)nc(=O)n1CC2 as listed: -1.1	6	31	-0.6	0.6	3	6	16	4
CCOC(=O)C(=CNc1cc(C)ccn1)C(=O)OCC as listed: 0.4	2	7	-0.6	-1.0	0	0	10	1
O=CN1CCC(=O)N(Cc2ccccc2)c2ccccc21 as listed: 2.2	8	-2	0.9	0.4	0	-1	-4	-8
C=CCNC(=O)C1CC(=O)N(c2ccc(Br)cc2)C1 (configuration not stated) as listed: -3.0	2	13	0.2	0.4	0	2	12	-11

(more compounds)
SMILES	TNF death inh	BaF3 parental	CHOP inh	TRPML3 agonist	TRPN1 ag	Ba/F3 V617F tox	Wee1 stabilizer	PPC-1+TRAIL kill	RBBP9 inh
CCC(CC)c1nnc(NC(=O)c2ccc(N3CCCC3=O)cc2)s1	0.3	4	53	1.2	0.8	-1	0	-10	-4
Cc1sc2ncnc(N3CCCC(C)C3)c2c1C (configuration not stated)	-1.6	6	37	0.4	-0.1	4	1	9	-10
Cc1ccc(S(=O)(=O)CCc2nnc(N)s2)cc1C	-0.8	2	10	0.1	0.5	1	-2	6	-16
c1ccc(C(c2nnnn2Cc2ccco2)N2CCN(C3CCCC3)CC2)cc1 (configuration not stated)	1.5	2	0	-0.2	0.3	-3	-1	17	1
Nc1nnc(SCC(=O)Nc2cc(C(F)(F)F)ccc2N2CCOCC2)s1	1.1	1	21	1.2	-0.2	-4	0	21	-9
CC1CCN(C(=O)c2ccc(S(=O)(=O)Cc3cc(F)ccc3F)c([N+](=O)[O-])c2)CC1	-8.9	3	13	1.4	1.8	-3	2	23	-6
CCC(=O)N1CCc2cc(S(=O)(=O)NC(C(=O)NC(C)c3ccccc3)C(C)C)ccc21 (configuration not stated)	-0.5	5	19	-0.5	0.1	6	-1	24	-2
CCOC(=O)C1(Cc2cccc(OC)c2)CCN(C2CCOCC2)CC1	2.2	3	4	-0.5	-2.2	-1	1	.	6
Cn1c(=O)n(CC(=O)N2CCN(c3nnc(-c4ccccc4)c4ccccc34)CC2)c2ccccc21	-0.8	4	3	0.4	1.4	-2	-1	3	-3
CC(C)OC(=O)c1cccnc1N1CCN(c2ccc(F)cc2)CC1	-5.9	3	78*	-0.3	-1.9	1	-3	-13	-5
O=C(c1cc2c(ccc3ccccc32)oc1=O)N1CCCC1	0.3	4	-3	0.3	1.0	-3	-3	11	-4
N#Cc1ccc(OCC(=O)n2cc(C(=O)c3cc(Cl)cc(Cl)c3O)cn2)cc1	-0.6	-7	4	0.5	1.2	-1	-1	3	-2
Cc1ccc2[nH]c(C(F)(F)F)cc(=O)c2c1	0.2	3	3	0.6	-1.7	2	-2	14	-5
O=C(CCC(=O)N/N=C/c1ccc(Br)s1)NCc1ccccc1	0.6	8	23	0.1	0.1	3	1	31	-13
Cc1nc2cc3ccccc3cc2n1C	-0.9	15	3	0.4	0.8	7	-1	4	-3
COc1cccc(Nc2nnc(SCn3nnc4ccccc4c3=O)s2)c1	-6.1	11	23	0.2	-1.5	7	3	15	-7
COc1ccc(NC(=O)Nc2cccs2)cc1OC	-1.9	0	12	0.9	1.5	-1	-1	5	1
CC(C)Cc1nnc(NC(=O)c2cc(-c3ccncc3)nc3ccccc23)s1	-0.4	0	1	-0.5	2.0	-1	9.2*	20	-10
CC(CCc1ccccc1)NC(=O)C(=O)N1CCOCC1 (configuration not stated)	-1.0	7	10	0.9	2.0	-2	-2	4	-7

Compound activity as filed in PubChem.
